GBA activity up: increases beta-glucosidase activity in Gaucher fibroblasts; P04062; L444P Gaucher fibroblasts, 4-MU-glucoside fluorescence, 3 days; activation, % at 10 µM; 0.44% of 30,000 active; in the data active = activation above about 65%;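 also: 0% = vehicle wells and 100% = positive control wells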
Target sequence (P04062 whole entry L483P): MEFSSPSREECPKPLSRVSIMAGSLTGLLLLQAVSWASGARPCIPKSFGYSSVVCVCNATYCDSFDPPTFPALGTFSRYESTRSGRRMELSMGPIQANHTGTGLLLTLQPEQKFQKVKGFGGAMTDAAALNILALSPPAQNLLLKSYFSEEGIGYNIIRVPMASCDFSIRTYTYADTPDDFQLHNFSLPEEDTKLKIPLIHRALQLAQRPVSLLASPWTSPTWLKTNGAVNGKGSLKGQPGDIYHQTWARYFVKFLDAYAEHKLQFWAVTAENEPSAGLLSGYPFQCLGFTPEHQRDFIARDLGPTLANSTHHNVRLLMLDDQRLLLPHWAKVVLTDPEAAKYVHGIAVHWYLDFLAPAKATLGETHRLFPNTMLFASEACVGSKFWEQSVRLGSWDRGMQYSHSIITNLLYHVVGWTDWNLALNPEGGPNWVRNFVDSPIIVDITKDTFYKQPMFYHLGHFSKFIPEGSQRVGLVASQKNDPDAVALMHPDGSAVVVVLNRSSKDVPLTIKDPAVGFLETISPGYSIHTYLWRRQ
An asterisk follows results filed as active. Not all compounds are listed; count on the stated rates, not on these rows.

SMILES	GBA activity up
Cn1c2ccccc2c(=O)n2c(=O)c3ccccc3cc12	-5.0
O=C(OCC(=O)N(C1CCCCC1)C1CCCCC1)c1cnccn1	-21.6
CCOc1ccc(S(=O)(=O)NCc2ccc(F)cc2)c2cccnc12	-7.2
COc1cc2c(C(=O)NCc3ccc4c(c3)OCO4)cn(C)c(=O)c2cc1OC	-40.6
CCN1C(=O)NC2C1N(S(C)(=O)=O)CCN2S(C)(=O)=O (stereo not given)	-3.8
CCOc1ccc(-c2[nH]nc3c2C(c2cccnc2)C(C#N)=C(N)O3)cc1 (stereo not given)	-15.4
COc1ccccc1-n1nnnc1SCc1cc2c(cc1Br)OCO2	-14.5
O=C(Nc1nc2n(n1)C(c1ccccc1)C=C(c1ccccc1)N2)c1ccco1 (stereo not given)	16.1
OC(C#CCN1CCCC1)c1ccccc1 (stereo not given)	29.6
O=C(CS(=O)(=O)Cc1ccccc1)N1CCN(c2cccc(C(F)(F)F)c2)CC1	3.2
CNc1nc(C)c(C(=O)OCc2ccccc2)s1	-40.3
COc1ccccc1Cn1c(=O)c2ccccc2n2c(Sc3ncnc4sccc34)nnc12	-20.3
O=C(CC12CC3CC(CC(C3)C1)C2)N1CCCOC1	-28.6
O=c1[nH]c(Cc2ccccc2)nc2c1oc1ccccc12	5.0
CS(=O)(=O)N(CC(=O)NCCC1=CCCCC1)c1ccc2c(c1)OCO2	-19.7
O=C(O)CCN1C(=O)c2ccc(NC(=O)c3cccs3)cc2C1=O	-2.4
O=C(CSc1ncn(-c2ccccc2)n1)NCc1ccccc1	-22.5
Cc1ccc(-n2ncc3c(N4CCN(c5ccc(F)cc5)CC4)ncnc32)c(C)c1	-19.9
N#CC1=C(SCC(=O)NC2CCCCC2)NC(=O)CC1c1ccco1 (stereo not given)	2.0
Cc1cc(C)nc(N2CCN(c3nc(C)nc4c3oc3ccccc34)CC2)n1	-7.8
Cc1ccc2nc(/C(C#N)=N/O)[nH]c2c1	-18.4
COCCn1c(SCc2nnc(-c3ccccc3)o2)nc2sc3c(c2c1=O)CCC3	-11.4
N#Cc1c(N)nc2c(c1N)CC(=O)N2c1ccccc1-c1ccccc1	-8.8
CCCCCC(=O)N1CCN(CCN=CC2=C(O)CC(c3ccc(OC)cc3)CC2=O)CC1 (stereo not given)	-2.7
O=C(CN1CCC(O)(c2ccc3c(c2)OCO3)CC1)N1CCOCC1	-0.9
Cc1cc(C(=O)OCC(=O)Nc2cc(C(F)(F)F)ccc2N2CCOCC2)c(C)o1	1.9
CCC(C)C(NC(=O)C1CCC(C)CC1)C(=O)NC(C(=O)OC)C(C)C (stereo not given)	16.9
CCCCOC(=O)C1[C@H]2C(=O)N(Cc3cccs3)C[C@]23C=C[C@H]1O3 (stereo not given in full)	-14.1
Cn1c(=O)c2c(nc(NCCCN3CCOCC3)n2Cc2cccc(Cl)c2)n(C)c1=O	2.5
FC(F)(F)c1ccc(-n2ccnc2)nc1	-12.5
Cn1c(=O)cc(OCCCC(=O)NCc2ccco2)c2ccccc21	-51.3
Cc1cccc(N(CC(=O)NC2CCCC2)C(=O)CCCC(=O)Nc2ccccn2)c1	-40.7
O=C(CN1CCC(n2nnc3cc(F)ccc32)CC1)N1CCCc2ccccc21	-11.8
COc1ccc(Cl)cc1NC(=O)CN(c1ccccc1)S(=O)(=O)N(C)C	-20.8
Cc1csc(SCC(=O)N2CCN(S(=O)(=O)c3ccc(Cl)cc3)CC2)n1	11.5
CCOC(=O)C1CCN(C(=O)CNS(=O)(=O)c2ccc(Br)s2)CC1	-6.3
O=C(CCc1nc2ccccc2[nH]1)Nc1ccc2c(c1)OCO2	-3.9
Cc1ccc(NC(=O)c2cnccn2)c(OC(F)F)c1	8.6
CCC(C)NC(=O)C1c2cc(OC)c(OC)cc2C(=O)N(C)C1c1ccc(OC)cc1 (stereo not given)	-3.0
Cc1ccc(CS(=O)(=O)Cc2ccc(C(=O)NCC3CCCO3)o2)cc1 (stereo not given)	2.5
O=C(Nc1ccccc1C(F)(F)F)N1CCC(N2CCCCC2)CC1	-4.7
O=C(CCCc1nc(-c2ccc(Cl)cc2)no1)Nc1cccnc1	-2.1
CC(=O)C1C(c2ccc(F)c(F)c2)NC(=O)NC1(O)C(F)(F)F (stereo not given)	-0.6
CCOC(=O)Cn1nnnc1C(CC)N(Cc1cccs1)Cc1cc2ccc(OC)cc2[nH]c1=O (stereo not given)	0.1
C=CCn1c(CNC(=O)c2ccccc2C)nnc1SCC(=O)NC1CCCC1	-7.1
CC(=O)Nc1nc2ccccc2n1CCN1CCOCC1	1.7
COc1ccccc1Nc1nc(C)cc(C)c1C(N)=O	3.1
Cc1ccc(-n2c(SCC(=O)OC(C)C)nnc2-c2ccccn2)cc1	-2.4
CCN(CC)CCCN1C(=O)C(=O)/C(=C(/O)c2ccc3c(c2)OCCO3)C1c1ccco1 (stereo not given)	-17.6
CCC(C)[C@H](NC(=O)NCC1CCCO1)C(=O)OC (stereo not given in full)	-15.2

The listing continues.
SMILES	GBA activity up
CN1CC(=O)N(CC(=O)Nc2ccc(F)cc2)c2ccccc2C1=O	-9.8
Cc1ccc2c(c1)c(C)c(C)n2CC(O)CN1CCOCC1 (stereo not given)	-11.5
CCCc1ccc(OCc2ccc(C(=O)N3CCN(c4ccccn4)CC3)o2)c(OC)c1	-2.0
CCCCn1c(CN2CCN(c3cccc(Cl)c3)CC2)nc2c1c(=O)[nH]c(=O)n2C	-8.2
Cn1c(=O)n(CC(=O)OCc2ccccc2)c(=O)c2c1nc1n2CCCN1C1CCCCC1	7.2
COc1ccc(S(=O)(=O)N(CCCN2CCOCC2)Cc2ccc(OC)c(OC)c2)cc1	23.9
CCCc1cc(=O)[nH]c(SCC(=O)N2CCN(c3ccc(F)cc3)CC2)n1	-22.3
COc1ccc(NC(=O)c2oc3ccc(S(=O)(=O)N4CCC5(CC4)OCCO5)cc3c2C)cc1	33.4
Cc1ccc(NC(=O)COC(=O)CN2CSCC2=O)cc1C	10.3
CS(=O)(=O)N1CCCC(C(=O)NCCCN2CCc3ccccc3C2)C1 (stereo not given)	1.4
O=C(O)C(c1ccccc1)C1(O)CCCC1 (stereo not given)	-2.8
COc1ccccc1C1CC(=O)Nc2cc3c(cc21)OCCO3 (stereo not given)	-6.9
Cn1c(=O)c2c(ncn2CCCc2ccccc2)n(C)c1=O	-5.2
Cc1ccc(C)c(-n2c(CNC(=O)c3ccco3)nnc2SCC(=O)Nc2nnc(C)s2)c1	-6.0
O=C(OCC(=O)c1c[nH]c2ccccc12)c1ccco1	-37.0
O=C(NCc1cccnc1)C1CCCCN1S(=O)(=O)c1ccc(F)cc1 (stereo not given)	2.9
Cc1cccc(NC(=O)C23CCC(C)(/C(=N/O)C2)C3(C)C)c1 (stereo not given)	-10.6
CCCCn1c(CN2CCN(C(=O)OCC)CC2)nc2c1c(=O)[nH]c(=O)n2C	-7.5
COC1CCCCC1NS(=O)(=O)c1ccccc1 (stereo not given)	5.3
COC(=O)C1(S(=O)(=O)C2(C(=O)OC)CCCC2)CCCC1	-30.4
Cc1ccc(-c2nnc(N3CCN(C(=O)CN4C(=O)c5ccccc5C4=O)CC3)c3ccccc23)cc1	-51.0
Cc1nc2sc(C(=O)O)c(N)c2c2c1COC(C)(C)C2	-18.0
COc1ccccc1-c1nnc(NC(=O)c2ccc(S(=O)(=O)N(C)C)cc2)o1	-20.3
CCOC(=O)c1ccc(NC(=O)C2CCN(S(=O)(=O)CC)CC2)cc1	1.1
COc1ccc(OC)c(C2=Nn3c(nnc3-c3cccc(OC(C)C)c3)SC2)c1	-17.6
OCCCc1nc2n(n1)C(c1ccccc1)C=C(c1ccc(F)cc1)N2 (stereo not given)	-10.1
COC(=O)c1[nH]c2ccc(C)cc2c1NS(=O)(=O)c1ccc(F)cc1	-9.2
CCN(C(=O)c1cccs1)c1nnc(-c2ccncc2)s1	-9.1
O=C(O)C1C2C=CC(C2)C1C(=O)NCc1ccccn1 (stereo not given)	-11.6
CCCC(=O)c1cc(F)c(N2CCN(CCC#N)CC2)cc1C	-37.1

Part of the list above, field by field:
Cc1ccc(-c2nnc(N3CCN(C(=O)CN4C(=O)c5ccccc5C4=O)CC3)c3ccccc23)cc1
  GBA activity up = -51.0
Cc1nc2sc(C(=O)O)c(N)c2c2c1COC(C)(C)C2
  GBA activity up = -18.0
COc1ccccc1-c1nnc(NC(=O)c2ccc(S(=O)(=O)N(C)C)cc2)o1
  GBA activity up = -20.3

The results go on.
SMILES	GBA activity up
O=S(=O)(NCCNS(=O)(=O)c1cccs1)c1cccs1	0.9
COc1ccc(CCn2c(=N)c(C(=O)N3CCN(C)CC3)cc3c(=O)n4ccccc4nc32)cc1	-14.4
CC(=O)Nc1ccc(S(=O)(=O)Nc2cccc(NC(=O)C(C)(C)C)c2)cc1	-15.7
OC(COCc1ccccc1)CN1CCCC1 (stereo not given)	-18.4
CCCCC(=O)Nc1cc2nn(-c3ccc(OC)cc3)nc2cc1C	5.7
O=C1C(=O)N(Cc2ccco2)C(c2cccc(Cl)c2)/C1=C(\O)c1ccc2c(c1)OCCO2 (stereo not given)	-27.8
CCCC(CCC)C(=O)OC1C[C@H]2CC[C@@H](C1)[N+]2(C)C (stereo not given in full)	-33.4
COc1nc(-c2ccccc2)ccc1-c1noc(C)n1	-18.5
Cc1ccc(NC(=O)c2cc(-c3ccco3)on2)cc1	-14.7
O=C(CCC1(C(=O)O)CCC(=O)NC1)NCc1ccccc1 (stereo not given)	2.6
Cc1ccnc(NC(=O)CCC(=O)N(CC(=O)NC(C)(C)C)C2CCCC2)c1	-38.3
CCOc1cccc(-c2nnc(SCC(=O)Nc3cc(OC)cc(OC)c3)n2N)c1	-4.6
CCOC(=O)c1c(C)c(C(=O)Nc2ccc(N(C)C)cc2)c(C)n1CC	45.8
Cc1cccn2c(=O)c3cc(C(=O)N4CCN(C(=O)c5ccco5)CC4)n(C)c3nc12	-18.9
O=S1(=O)N=CN(Cc2cccc(F)c2)c2ccccc21	3.7
CCOC(=O)c1sc2ncnc(NCC(c3cccs3)N(C)C)c2c1C (stereo not given)	-7.6
O=C(NCC1CCCO1)c1nc2c(nnn2Cc2ccc(F)cc2)c(=O)[nH]1 (stereo not given)	-7.2
O=C(CSC1=NCCN1)NC12CC3CC(CC(C3)C1)C2	13.1
CCc1sc(C(=O)Nc2ccsc2C(=O)OC)cc1Br	-7.2
Cc1ccccc1Nc1cc2ccccc2c(=O)[nH]1	-5.5
O=C(Cn1c(C(=O)NCC2CCCO2)cc2sccc21)c1ccccc1 (stereo not given)	-13.5
Cc1ccc(-c2nc3c(=O)n(C)c4ccccc4c3o2)cc1	8.7
O=C(NC1CCS(=O)(=O)C1)N1CCCCC1 (stereo not given)	-10.6
COc1ccc(N(CC(=O)Nc2ccc3c(c2)OCO3)S(=O)(=O)c2ccccc2)c(OC)c1	-2.7
CCCCN(C(=O)NC(=O)Nc1ccccc1C)S(C)(=O)=O	8.0
CCCCOc1ccccc1Cn1c(=O)oc2ccccc21	-13.2
COCCCNC(=O)Cn1cc(C(C)=O)c2ccccc21	-11.7
CCc1ccc(-n2c(SCC(=O)Nc3cc(C)[nH]n3)nc3[nH]ncc3c2=O)cc1	-0.3
COCCn1c(SCC(=O)OC(C)C)nnc1-c1ccccc1	-5.8
O=C(NCCc1nc2ccccc2[nH]1)c1ccc(F)cc1	33.8

Exported field by field: part of the list above.
> COc1ccc(N(CC(=O)Nc2ccc3c(c2)OCO3)S(=O)(=O)c2ccccc2)c(OC)c1
  GBA activity up: -2.7
> CCCCN(C(=O)NC(=O)Nc1ccccc1C)S(C)(=O)=O
  GBA activity up: 8.0
> CCCCOc1ccccc1Cn1c(=O)oc2ccccc21
  GBA activity up: -13.2
> COCCCNC(=O)Cn1cc(C(C)=O)c2ccccc21
  GBA activity up: -11.7

Some of these compounds in order of number of heavy atoms, low to high.
SMILES	GBA activity up
O=C(NC1CCS(=O)(=O)C1)N1CCCCC1 (stereo not given)	-10.6
Cc1ccc(-c2nc3c(=O)n(C)c4ccccc4c3o2)cc1	8.7
O=C(Cn1c(C(=O)NCC2CCCO2)cc2sccc21)c1ccccc1 (stereo not given)	-13.5

(more compounds)
SMILES	GBA activity up
CCCC1=C(C(=O)OCC)C(c2ccc(NC(C)=O)cc2)NC(=O)N1 (stereo not given)	-59.3
COc1ccc(C(=O)CN2CCN(c3ccc(F)cc3)CC2)cc1OC	12.3
O=C(Nc1ccncc1)c1ccc2c(c1)OCCO2	-17.7
CC1CN(C2CCCCC2)c2nc3c(c(=O)[nH]c(=O)n3C)n2C1 (stereo not given)	4.6
COC(=O)c1sc(N)c(C(=O)OC)c1COC(=O)c1c(C)noc1C	-2.8
O=C(NCCc1ccccc1)c1ccc(=O)oc1	-8.4
Fc1cc2nc(-c3ccncc3)[nH]c2cc1F	-74.0
Cn1c(CNC(=O)Nc2ccccc2)nnc1SCc1ccccc1	-8.3
COC(=O)c1ccc(-n2nnnc2SCC(=O)NCc2cccc(C(=O)O)c2)cc1	9.2
Cn1c(CSCc2ccc(F)cc2)nnc1SCC(=O)Nc1nccs1	-11.1
Cc1cc(=O)n2c(-c3ccccc3C)n[nH]c2n1	-18.0
COC(=O)/C=c1\sc2ncnn2c1=O	13.5
CCn1nnnc1Oc1ccc(Cl)cc1	2.1
O=S(=O)(c1ccccc1)c1cccc(S(=O)(=O)N2CCCCC2)c1	-12.3
CCOC(=O)c1sc2ncnc(N3CCN(C(=O)OCC)CC3)c2c1C	-9.4
CCOC(=O)CSc1nnc(CNC(=O)c2cccs2)n1Cc1ccccc1	-24.2
COc1cc2c(C#N)c(N3CCN(c4ccccc4OC)CC3)nc(N)c2c(N)n1	-5.9
CN1CCN(c2nc(Nc3cccc(C(F)(F)F)c3)nc(N3CCOCC3)n2)CC1	-30.6
Cc1ccc(NC(=O)C(C)Sc2nnc(-c3cccnc3)o2)cc1 (stereo not given)	7.6
Cc1ccccc1N(C)S(=O)(=O)c1ccc2[nH]cc(C(=O)NCC3CCCO3)c(=O)c2c1 (stereo not given)	-7.1
O=C(Nc1ccccc1N1CCCCC1)c1cccc(F)c1	-8.8
COc1ccc(C(=O)N2CCCC2)cc1S(=O)(=O)N1CCOCC1	-1.4
Cc1cc(C)nc(SCC(=O)OCN2C(=O)c3ccccc3C2=O)n1	18.1
CSc1nc2c(c(-c3ccc(O)cc3)c1C#N)CCC2	-2.5

Bioassay records: PubChem, The Scripps Research Institute Molecular Screening Center
